Bioassay records: PubChem BioAssay, Sanford-Burnham Center for Chemical Genomics
UPR XBP1 act: adaptive UPR (XBP1) activation | CHO-XBP1 luciferase reporter, IRE1-XBP1 UPR activation, luminescence; percent of tunicamycin response, DMSO as zero | activation, % at 20 µM | 330,000 tested, 0.33% active;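 active = versus positive control, 20 µM dose yields 30% or more activation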;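 note: 100% = tunicamycin at 10 µg/mL and 0% = DMSO only wells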
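Material: IRE1-XBP1 luciferase reporter CHO line / Quantity: one thousand reporter cells per well / Buffer or medium: F12 with 10% serum / Compound: 20 µM single concentration, DMSO 1% / Times: 6 h treatment, 37 °C / Detection: Steady-Glo luciferase glow luminescence, 10 min after reagent addition / Benchmarks: tunicamycin high, DMSO low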
697 NFkB inh: inhibitors of the PMA/ionomycin-induced NF-kB reporter in 697 B cells; 697 B-cell NF-kB luciferase reporter, 16 h; 330,000 tested, 0.33% active; AID 435022; inhibition, % at 4 µM; in the data active = inhibition above about 35%
Jurkat NFkB inh: lowers PMA/ionomycin-induced NF-kB signal in Jurkat cells. PMA/ionomycin-induced NF-kB luciferase reporter, luminescence. inhibition, % at 4 µM. 330,000 tested, 0.53% active. AID 435003; in the data active = inhibition above about 50%
tim23-1 inh: inhibits growth of tim23-1 mutant yeast; S. cerevisiae tim23-1 growth, BacTiter-Glo luminescence, 24 h; inhibition, % at 20 µM; 330,000 tested, 1.3% active; AID 463212;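 active = growth inhibition of the mutant yeast at or above 50%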;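 note: temperature-sensitive mutant grown at 25 °C; plate controls were DMSO-treated mutant yeast for no effect and medium wells lacking yeast for full effect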
APJ ag: activates the human apelin receptor APJ; P35414; CHO-K1 APJ PathHunter beta-arrestin, luminescence; 0% DMSO wells, 100% apelin; activation, % at 20 µM; 330,000 tested, 0.11% active; AID 2520;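 active = activation more than six SD over the plate average, tested at 20 µM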;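 note: 0% = DMSO alone and 100% = apelin-13 at 10 nM; some results filed as inactive read as strong as hits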
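Test system: CHO-K1 APJ beta-arrestin complementation cell line. Amount: cell density 1000 per well. Controls: DMSO negative, 10 nM Apelin-13 positive. Signal: luminescent beta-gal fragment complementation, chemiluminescent substrate. Read-out basis: agonist-driven arrestin binding to APJ. Timing: compound stimulation 90 min at 25 °C, detection 60 min.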
Mdm2-MdmX inh: disrupts the human Mdm2-MdmX interaction | inhibition, % at 8 µM | SaOS-2 split-luciferase Mdm2/MdmX complementation, luminescence | 330,000 tested, 3% active | AID 485346;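 active = inhibition of at least 50% at 8 µM in the primary screen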
Target sequence (O15151 whole entry, looked up): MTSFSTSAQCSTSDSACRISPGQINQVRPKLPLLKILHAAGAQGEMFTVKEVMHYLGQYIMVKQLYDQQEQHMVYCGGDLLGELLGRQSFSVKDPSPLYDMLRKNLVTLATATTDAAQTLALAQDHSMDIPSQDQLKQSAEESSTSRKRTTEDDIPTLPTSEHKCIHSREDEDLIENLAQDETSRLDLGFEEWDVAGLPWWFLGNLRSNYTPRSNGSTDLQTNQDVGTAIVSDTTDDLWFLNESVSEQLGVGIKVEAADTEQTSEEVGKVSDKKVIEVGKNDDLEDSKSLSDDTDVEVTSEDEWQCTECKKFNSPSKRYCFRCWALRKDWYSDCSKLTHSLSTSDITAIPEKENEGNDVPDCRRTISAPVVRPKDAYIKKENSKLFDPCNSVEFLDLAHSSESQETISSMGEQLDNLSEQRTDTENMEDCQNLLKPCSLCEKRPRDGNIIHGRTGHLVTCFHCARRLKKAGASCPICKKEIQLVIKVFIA
Target sequence (Q00987 whole entry, looked up): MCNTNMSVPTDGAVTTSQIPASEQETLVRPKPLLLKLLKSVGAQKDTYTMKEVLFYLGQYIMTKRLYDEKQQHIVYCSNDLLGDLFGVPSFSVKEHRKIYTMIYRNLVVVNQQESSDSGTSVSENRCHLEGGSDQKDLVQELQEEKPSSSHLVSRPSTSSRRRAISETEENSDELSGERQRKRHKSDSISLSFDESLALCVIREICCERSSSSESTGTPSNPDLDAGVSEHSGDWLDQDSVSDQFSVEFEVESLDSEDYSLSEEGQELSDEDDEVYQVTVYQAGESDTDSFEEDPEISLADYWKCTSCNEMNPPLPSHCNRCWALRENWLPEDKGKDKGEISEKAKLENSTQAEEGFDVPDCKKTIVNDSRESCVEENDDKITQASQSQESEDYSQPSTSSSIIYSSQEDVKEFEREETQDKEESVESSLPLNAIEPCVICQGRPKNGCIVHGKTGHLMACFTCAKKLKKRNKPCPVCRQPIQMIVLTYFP
APJ antag: APJ receptor antagonism. CHO-K1 APJ beta-arrestin complementation, luminescence. inhibition, % at 20 µM. 330,000 tested, 0.32% active;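 active = inhibition above about 40% at 20 µM, limit read from the data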;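 note: cells challenged with 10 nM apelin-13 agonist together with compound; plate controls were apelin-13 plus DMSO wells for no effect and DMSO wells lacking apelin-13 for full effect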
CHOP UPR activ: activators of apoptotic arm of unfolded protein response (CHOP). CHO-CHOP luciferase reporter, UPR activation, luminescence; percent of tunicamycin response over DMSO baseline. activation, % at 10 µM. 330,000 tested, 0.34% active. AID 449763;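 active = at 10 µM dose, activation of 40% or more, normalized to positive control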;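 note: 100% = tunicamycin at 10 µg/mL and 0% = DMSO alone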
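System: CHO-CHOP luciferase reporter cell line | Buffer or medium: F12 medium containing 10% fetal bovine serum | Doses: One dose, 10 µM in 0.5% DMSO | Times: 6 h compound exposure at 37 °C after overnight seeding | Signal: Luciferase luminescence | Read-out: % activation vs tunicamycin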
Numbers without * were called inactive.

SMILES	UPR XBP1 act	697 NFkB inh	Jurkat NFkB inh	tim23-1 inh	APJ ag	Mdm2-MdmX inh	APJ antag	CHOP UPR activ
Cc1noc(C)c1S(=O)(=O)N(CC(=O)NCCc1ccccc1)c1ccc(C(C)C)cc1	-2.5	-0.8	-4.8	1.6	2.3	10.8	5.6	-1.7
COc1cccc(/C=C/C(=O)OCC(=O)NCCc2ccccc2)c1	-1.6	3.0	-0.1	24.7	-0.2	2.9	2.5	-2.1
Cc1ccc(C(=O)NCC(=O)OCC(=O)Nc2cc(S(=O)(=O)N3CCOCC3)ccc2C)cc1	-2.5	-1.2	5.7	21.2	1.2	7.1	-9.7	3.9
O=C(NNC(=O)c1ccccc1OCc1ccccc1)c1ccccc1F	2.6	-36.5	-14.2	30.7	-2.5	-11.1	9.4	4.2
CC(=O)[C@@]1(O)CCC2C3C=CC4=CC(=O)CC[C@]4(C)C3CC[C@@]21C (stereo not given in full)	2.1	16.6	7.5	32.9	-0.6	-1.9	-3.8	2.4
COc1cc(/C=N/Nc2nc(Nc3ccccc3)nc(N3CCOCC3)n2)ccc1OC(=O)c1ccco1	8.4	48.9*	-45.3	21.7	3.3	51.9*	-6.4	8.9
CCOc1ccc(NC(=S)Nc2cccnc2)cc1	0.5	-7.1	-9.5	-1.5	-1.3	2.6	18.0	-0.8
O=C(COc1ccc(Cl)cc1Cl)Nc1ccc(C(=O)Nc2ccccc2C(=O)O)cc1	-2.3	0.5	4.1	16.5	2.4	29.8	6.3	2.2
COc1cc2c(cc1OC)C(C(=O)Nc1ccccn1)C(c1cccnc1)N(C)C2=O (stereo not given)	-3.4	8.2	-10.3	-1.5	3.8	-2.5	-3.3	0.0
Cc1cc(F)ccc1S(=O)(=O)NCC1CC2CCC1C2 (stereo not given)	-3.4	-17.2	8.5	42.8	-3.0	3.1	11.9	0.9
COC(=O)c1ccc(Oc2nc(C)cc(Oc3ccccc3)n2)cc1	-0.2	-22.4	-6.1	-1.0	-1.3	20.1	-12.3	0.7
Nc1nc(Nc2cccc(Cl)c2)nc(NCCO)c1[N+](=O)[O-]	2.3	-60.1	-0.7	4.4	-2.1	10.1	-5.8	-0.5
Cn1cnc(S(=O)(=O)NC2CCN(Cc3c(F)cccc3Cl)CC2)c1	-0.4	20.7	13.5	1.3	9.1	16.0	1.1	-0.2
CCOCCCNC(=O)C1CCN(S(=O)(=O)N2CC(C)CC(C)C2)CC1 (stereo not given)	-0.3	-1.6	0.8	9.5	1.7	8.2	16.6	2.1
COC(=O)C1=C(N)N(c2ccc(F)cc2)C2=C(C(=O)CCC2)C1c1ccc2c(c1)OCO2 (stereo not given)	-1.2	15.6	1.4	12.5	1.0	14.9	1.9	2.7
O=C(CSCC(=O)N1CCOCC1)Nc1nc(-c2ccccc2)cs1	-0.7	-17.1	-23.7	5.6	-2.6	4.1	9.1	2.4
C/C(Cl)=C/Cc1c(C)[nH]c2ccc(C)cc2c1=O	1.0	-15.0	-3.6	4.0	1.6	-9.3	-13.0	3.2
O=C1/C(=N\S(=O)(=O)c2cccs2)C([n+]2ccccc2)=C([O-])c2ccccc21	-2.5	-43.4	7.9	22.0	9.3	26.3	-26.6	-0.4
CN(C)S(=O)(=O)c1ccc2c(c1)/C(=C/c1cc3c([nH]1)CCCC3)C(=O)N2	-0.8	-48.4	-76.0	19.7	-5.5	36.6	40.1*	6.0
Cn1c(CC(=O)Nc2ccc(F)cc2)c(Sc2ccccc2)c2ccccc21	0.7	-40.1	2.5	4.6	-3.0	9.1	7.8	0.6
Nc1nc(Cl)cc(Sc2ccc(F)cc2)n1	0.5	-3.6	-1.6	13.4	-0.9	29.1	-8.6	-1.8
Cn1cc(CCC(=O)N2CCCC(CCC(=O)NCc3ccc(F)c(F)c3)C2)cn1 (stereo not given)	0.4	-33.3	-21.2	-3.2	-1.5	-11.0	-6.5	2.3
Cc1ccc2nc(Cl)c(/C=C/C(=O)c3ccco3)cc2c1	3.6	-5.3	-49.2	63.7*	-3.8	-38.5	5.8	5.3
COc1ccc(NC(=O)c2csc3c2CCCCC3)c(OC)c1	-1.0	7.9	-7.7	-0.7	-3.0	-2.1	-11.6	0.1
CCOc1ccc(S(=O)(=O)Nc2cc(Sc3ncn[nH]3)c3oc(=O)sc3c2)cc1	-0.3	-7.3	-2.2	4.9	-0.8	-12.9	3.5	0.2
(continued)
SMILES	UPR XBP1 act	697 NFkB inh	Jurkat NFkB inh	tim23-1 inh	APJ ag	Mdm2-MdmX inh	APJ antag	CHOP UPR activ
O=C(Nc1cccc2cccnc12)c1cccc(N2C(=O)CCC2=O)c1	0.7	12.4	-12.4	-3.1	-2.6	1.0	5.5	-1.4
CN1CCc2c(sc3c2C(=O)NC(c2cccc(OC(=O)c4cccs4)c2)N3)C1 (stereo not given)	0.4	-42.0	-48.2	3.7	2.1	5.8	2.5	3.4
Cc1occc1C(=O)N/N=C/c1c(O)ccc2ccccc12	-2.0	-52.9	43.6	-8.6	-3.5	84.4*	-2.0	3.6
O=C(Nc1ccccc1)N1CCC(C(=O)N2CCN(c3ccccc3F)CC2)CC1	-4.6	13.5	1.8	7.7	-2.1	1.8	6.4	-1.4
CC1CCC(NC(=O)CN2C(=O)c3ccccc3S2(=O)=O)CC1 (stereo not given)	-1.0	4.6	-2.6	1.6	-0.8	19.8	2.8	1.6
CN(C)c1ccc(CNC(=O)CN(C)S(=O)(=O)c2cccc3cccnc23)cc1	-1.4	14.5	12.3	10.6	7.7	-2.9	1.8	1.5
COC(=O)C1CC(c2c(OC)cc(OC)cc2OC)=NO1 (stereo not given)	-0.1	2.3	14.5	2.3	-2.7	13.1	-3.2	0.8
Cc1onc(-c2ccccc2)c1C(=O)N/N=C/c1ccco1	-1.2	-13.5	-10.9	16.5	0.6	25.6	-15.3	-2.7
Cc1ccc(S(=O)(=O)N2CCCCC2C)cc1[N+](=O)[O-] (stereo not given)	-3.4	2.5	-1.8	2.3	3.2	0.9	0.4	-0.3
CCOc1ccccc1CNS(=O)(=O)c1cnc[nH]1	-3.1	-1.0	4.0	11.2	0.0	-0.6	-3.2	-0.2
NC(=O)N/N=C/c1ccccc1OCc1cccc2ccccc12	6.5	6.8	12.1	2.4	-5.7	28.9	0.2	0.2
CCOCc1nnc(NC(=O)CCC2CCCCC2)s1	-1.0	-18.8	-2.1	7.9	0.3	15.7	12.5	2.4
CCC(C)C(NC(=O)C1CCC(C)CC1)C(=O)NCc1ccco1 (stereo not given)	-7.9	4.4	-25.1	20.6	-1.8	5.8	-15.8	-1.5
CCOc1ccccc1NS(=O)(=O)c1ccc2c(c1)n(C)c(=O)c(=O)n2C	-1.5	3.5	18.9	10.1	-0.8	31.1	15.0	1.1
COc1ccc(S(=O)(=O)N2CCCC(C(=O)O)C2)cc1Cl (stereo not given)	1.4	-0.4	-24.9	-6.9	-1.9	-1.3	-0.5	-1.4
COc1ccc(C(=O)NCc2csc(C)n2)cc1OC1CCN(C(C)=O)CC1	-2.1	-5.0	-1.9	-0.3	2.6	27.9	-3.1	1.0
CCOC(=O)c1ccc(NC(=O)C2(c3ccccc3)CCCC2)cc1	-4.2	-9.6	-3.1	8.8	-1.7	13.7	-3.1	-3.1
CCOC(=O)c1cc2c(ccn2-c2ccc(F)cc2)n1CC(=O)N1CCN(C(=O)c2ccco2)CC1	44.9*	27.3	41.7	-7.7	-2.4	27.7	3.9	0.3
CCONC(=O)Nc1ccccc1	-1.7	-10.2	3.7	3.9	-0.4	-13.8	-12.5	0.3
COC(=O)C1=C(C)NC(=O)/C1=C\c1cc(C)n(-c2ccc(F)cc2)c1C	-3.7	10.1	6.4	13.2	-2.2	7.2	4.1	2.4
O=C(CNc1ccccc1)N/N=C/c1ccc([N+](=O)[O-])o1	1.3	-4.2	15.0	30.7	3.5	3.5	1.2	0.8
CCc1ccc2[nH]c(=O)c(CN(Cc3nnnn3C3CCCC3)C3CCCCC3)cc2c1	1.6	-4.7	-12.2	31.8	-5.2	17.0	-7.9	0.4
COc1ccc(-n2c(=O)c(CCC(=O)NCCc3ccccc3F)nc3ccccc32)cc1	-1.5	8.9	-3.8	33.8	-3.0	14.7	19.5	0.5
COc1ccc(-c2c(C)nc3c(-c4ccsc4)cnn3c2N)cc1	-4.5	-251.6	-196.0	-6.0	-2.3	-7.5	7.1	3.8
CC(C)c1ccc(NC(=O)/C(C#N)=C/c2ccncc2)cc1	16.9	-5.6	11.7	77.7*	-3.0	12.9	-11.8	59.2*
CCCCC(=O)Nc1ccc(N2CCCC2)cc1	-2.1	-19.5	-4.3	4.1	4.2	11.0	-12.4	2.8
CC(C)(C)NC(=O)C(=O)NNC(=O)c1ccco1	-0.2	4.0	-0.7	-10.5	-2.6	-23.3	-3.6	-0.1
COC(=O)c1sc(=S)n(Cc2ccccc2)c1C	-1.4	-2.8	-4.8	33.2	-5.3	15.5	-4.6	3.6
COc1ccc(C(=O)NCCc2ccccc2F)cc1OC1CCN(C(C)=O)CC1	-6.5	19.0	-8.0	8.0	-2.0	-1.7	0.2	3.9
O=C(NNC(=S)Nc1ccc(Br)cc1)c1ccc(N2CCOCC2)c([N+](=O)[O-])c1	-2.4	9.5	-7.4	27.8	-4.5	11.2	31.8	2.9

Gathered by group: the entries above containing a furan ring, fused or not.
SMILES	UPR XBP1 act	697 NFkB inh	Jurkat NFkB inh	tim23-1 inh	APJ ag	Mdm2-MdmX inh	APJ antag	CHOP UPR activ
COc1cc(/C=N/Nc2nc(Nc3ccccc3)nc(N3CCOCC3)n2)ccc1OC(=O)c1ccco1	8.4	48.9*	-45.3	21.7	3.3	51.9*	-6.4	8.9
Cc1ccc2nc(Cl)c(/C=C/C(=O)c3ccco3)cc2c1	3.6	-5.3	-49.2	63.7*	-3.8	-38.5	5.8	5.3
Cc1occc1C(=O)N/N=C/c1c(O)ccc2ccccc12	-2.0	-52.9	43.6	-8.6	-3.5	84.4*	-2.0	3.6
Cc1onc(-c2ccccc2)c1C(=O)N/N=C/c1ccco1	-1.2	-13.5	-10.9	16.5	0.6	25.6	-15.3	-2.7
CCC(C)C(NC(=O)C1CCC(C)CC1)C(=O)NCc1ccco1 (stereo not given)	-7.9	4.4	-25.1	20.6	-1.8	5.8	-15.8	-1.5
CCOC(=O)c1cc2c(ccn2-c2ccc(F)cc2)n1CC(=O)N1CCN(C(=O)c2ccco2)CC1	44.9*	27.3	41.7	-7.7	-2.4	27.7	3.9	0.3
O=C(CNc1ccccc1)N/N=C/c1ccc([N+](=O)[O-])o1	1.3	-4.2	15.0	30.7	3.5	3.5	1.2	0.8
CC(C)(C)NC(=O)C(=O)NNC(=O)c1ccco1	-0.2	4.0	-0.7	-10.5	-2.6	-23.3	-3.6	-0.1

Structures from the list above that contain a COOH group:
SMILES	UPR XBP1 act	697 NFkB inh	Jurkat NFkB inh	tim23-1 inh	APJ ag	Mdm2-MdmX inh	APJ antag	CHOP UPR activ
O=C(COc1ccc(Cl)cc1Cl)Nc1ccc(C(=O)Nc2ccccc2C(=O)O)cc1	-2.3	0.5	4.1	16.5	2.4	29.8	6.3	2.2
COc1ccc(S(=O)(=O)N2CCCC(C(=O)O)C2)cc1Cl (stereo not given)	1.4	-0.4	-24.9	-6.9	-1.9	-1.3	-0.5	-1.4
